Screens from PubChem BioAssay.
697 NFkB inh: inhibitors of PMA/ionomycin-induced NF-kB reporter, 697 cells, primary screen, B-cell NF-kB inhibitor project, cell-based, luminescence, uHTS; inhibition, % at 4 µM; 697 B-cell NF-kB luciferase reporter, 16 h; 0.33% of 330,000 active; in the data active = inhibition above about 35%
UPR XBP1 act: activators of adaptive XBP1 UPR arm, primary screen, cell-based, CHO-XBP1 luciferase reporter, luminescence, uHTS; IRE1-XBP1 UPR activation; percent of tunicamycin response, DMSO as zero; activation, % at 20 µM; 0.33% of 330,000 active;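 active = versus positive control, 20 µM dose yields 30% or more activation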;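 note: 100% = tunicamycin at 10 µg/mL and 0% = DMSO only wells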
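incubation = overnight seeding at 37 °C, 6 h compound treatment at 37 °C | assay system = CHO-XBP1 cells stably carrying IRE1-XBP1-driven luciferase reporter | input = 1000 cells per well | detection = luciferase luminescence | dosing = single point, 20 µM final compound, 1% DMSO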
CCR6 antag: CCR6 receptor antagonists, primary screen, cell-based, CHO-K1, luminescence, beta-arrestin, uHTS; C-C chemokine receptor type 6 (Homo sapiens), P51684; CHO-K1 CCR6 PathHunter beta-arrestin, CCL20-stimulated; inhibition, % at 20 µM; 0.49% of 340,000 active; AID 493098, 2011;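 active = compounds whose inhibition of the agonist-driven luminescence signal at 20 µM reaches about 50%, limit read from the data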;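 note: cells stimulated with CCL20 at 14 nM final; plate controls were DMSO with CCL20 for no effect and DMSO without agonist for full effect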
Jurkat NFkB inh: inhibitors of induced NF-kB luciferase reporter, primary screen, TCR NF-kB activation inhibitor project, cell-based, luminescence, uHTS | Jurkat, PMA/ionomycin-induced NF-kB luciferase reporter | inhibition, % at 4 µM | 0.53% of 330,000 active; in the data active = inhibition above about 50%
EBI2 block: EBI2 receptor antagonists, beta-arrestin recruitment, primary screen, cell-based, luminescence, 7a,25-OHC stimulation, uHTS; G-protein coupled receptor 183 (Homo sapiens), P32249; 7a,25-OHC stimulated; inhibition, % at 5 µM; 0.81% of 360,000 active; in the data active = inhibition above about 38%;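 note: enzyme fragment complementation signal reports receptor beta-arrestin coupling in cells; 0% = agonist plus DMSO wells and 100% = wells without agonist; some results beyond the cut were filed as inactive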
Target sequence (P32249 whole entry, looked up, the tested form may be a part): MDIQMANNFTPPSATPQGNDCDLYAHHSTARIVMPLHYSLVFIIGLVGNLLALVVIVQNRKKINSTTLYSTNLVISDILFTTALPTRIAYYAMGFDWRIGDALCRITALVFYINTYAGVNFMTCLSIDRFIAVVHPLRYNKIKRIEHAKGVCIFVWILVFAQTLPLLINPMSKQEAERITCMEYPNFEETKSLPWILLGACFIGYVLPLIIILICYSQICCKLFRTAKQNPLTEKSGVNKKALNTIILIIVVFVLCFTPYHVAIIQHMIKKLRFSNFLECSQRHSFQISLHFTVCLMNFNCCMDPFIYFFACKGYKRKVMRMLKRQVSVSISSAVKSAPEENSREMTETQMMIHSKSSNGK
Gli-Sufu block: Gli-Sufu pathway antagonists, primary screen, luciferase luminescence, Sufu-KO-LIGHT cells, uHTS; Sufu-KO-LIGHT fibroblasts, Gli luciferase reporter luminescence; inhibition, % at 5 µM; AID 588413, 2011; 0.74% of 340,000 active;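 active = inhibition above about 55%, limit read from the data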;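 note: 0% = DMSO-treated cells and 100% = wells with medium but no cells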
CHOP UPR activ: activators of apoptotic CHOP UPR arm, primary screen, cell-based, CHO-CHOP luciferase reporter, luminescence, uHTS; UPR activation; percent of tunicamycin response over DMSO baseline; activation, % at 10 µM; 0.34% of 330,000 active;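 active = at 10 µM dose, activation of 40% or more, normalized to positive control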;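 note: 100% = tunicamycin at 10 µg/mL and 0% = DMSO alone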
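System: CHO CHOP reporter cells. Amount: 500 cells per well. Buffer or medium: F12 medium, 10% FBS. Compound dosing: one dose, 10 µM in 0.5% DMSO. Incubation: 6 h compound exposure at 37 °C after overnight seeding. Technique: Steady-Glo luciferase luminescence. Benchmarks: tunicamycin and DMSO controls.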
CXCR6 block: CXCR6 receptor inhibitors, primary screen, cell-based, beta-arrestin, luminescence, CHO-K1 PathHunter, 1536-well; C-X-C chemokine receptor type 6 (Homo sapiens), O00574; inhibition, % at 20 µM; 0.36% of 360,000 active; AID 602244, 2012; in the data active = inhibition above about 34%, passing the limit was not always enough;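 note: antagonist mode with CXCL16 agonist at 10 nM final; 0% = 10 nM CXCL16 with DMSO and 100% = unstimulated wells without agonist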
Target sequence (O00574 whole entry, looked up): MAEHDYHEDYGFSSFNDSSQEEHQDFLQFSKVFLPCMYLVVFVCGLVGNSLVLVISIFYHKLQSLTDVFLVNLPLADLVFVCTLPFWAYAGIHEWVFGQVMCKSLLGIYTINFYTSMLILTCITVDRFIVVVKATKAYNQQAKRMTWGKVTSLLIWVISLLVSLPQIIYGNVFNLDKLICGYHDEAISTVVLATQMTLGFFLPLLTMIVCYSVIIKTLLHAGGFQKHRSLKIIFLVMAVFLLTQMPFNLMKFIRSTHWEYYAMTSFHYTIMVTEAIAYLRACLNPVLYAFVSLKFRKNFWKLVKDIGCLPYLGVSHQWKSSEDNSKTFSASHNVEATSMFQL
Mdm2-MdmX inh: inhibitors of human Mdm2-MdmX association, primary screen, cell-based, luminescence, split luciferase, SaOS-2, uHTS; Protein Mdm4 (Homo sapiens) + E3 ubiquitin-protein ligase Mdm2 (Homo sapiens), …; SaOS-2 split-luciferase Mdm2/MdmX complementation; inhibition, % at 8 µM; 3% of 330,000 active; AID 485346, 2010;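 active = inhibition of at least 50% at 8 µM in the primary screen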
Numbers without * were called inactive; . = no result given.

molecule,697 NFkB inh,UPR XBP1 act,CCR6 antag,Jurkat NFkB inh,EBI2 block,Gli-Sufu block,CHOP UPR activ,CXCR6 block,Mdm2-MdmX inh
CC(C)CNC(=O)CSc1n[nH]c(=O)n1CCc1ccccc1,1,-6,1,5,12,5,2.1,2,16
Cc1ccccc1Cn1c(C)cc(C)c(C#N)c1=O,2,-1,4,-6,-4,-1,-0.7,-4,19
COC(=O)C1=C(C(=O)OC)[C@@H]2Nc3ccccc3[C@@]23C[C@@H](C(=O)OC)N(C(C)=O)C3=N1,16,1,-1,16,-1,23,1.5,-6,7
Cc1sc2nc(CN3CCOCC3)nc(NS(=O)(=O)c3ccc4c(c3)OCCO4)c2c1C,4,-1,-1,-13,3,1,1.4,-6,8
Cc1cc(OCCn2cncn2)ccc1[N+](=O)[O-],-24,-2,15,-4,-13,-13,-1.6,0,3
CC1=CC(C)(C)NC(=S)N1CCO,.,.,-5,.,-4,3,.,-5,.
O=S(=O)(Nc1nc2ccccc2s1)c1ccc(Br)s1,-23,-1,8,-14,-26,-2,-0.4,-1,-2
Cc1ccc(NS(=O)(=O)c2cc(-c3n[nH]c(=O)c4ccccc34)ccc2C)cc1,-36,1,24,42,18,6,1.7,1,64*
Cc1cccc(NC(=O)NC2(C(=O)NCc3ccco3)CCCCC2)c1,14,-3,12,-7,-12,2,0.4,-1,-19
O=C(NCc1ccccc1)c1ccc(NC(=O)c2ccco2)cc1,0,-3,8,9,6,-7,1.1,-1,-13
CCOc1ccc(CC(=O)NCC2(N3CCCCC3)CCCCC2)cc1,7,-2,6,1,-7,5,2.3,0,-18
Cc1nn(C)cc1S(=O)(=O)Nc1ccccc1Br,-55,-5,0,-22,-5,33,-1.5,-4,-20
O=C(CN1C(=O)C2CC=CCC2C1=O)NC1CCCCC1 (stereo unspecified),7,0,-1,-14,3,17,0.0,8,7
CCCCN(C(=O)COC(=O)c1nc2nccc(C)n2n1)C1CCS(=O)(=O)C1 (stereo unspecified),22,2,-3,9,-1,-6,0.0,-3,-7
CCOC(=O)N1CCN(C(=O)C(CC(C)C)NS(=O)(=O)c2ccc(C)cc2)CC1 (stereo unspecified),20,-1,2,-2,-9,-5,0.7,-3,-4
O=C(CSc1n[nH]c(-c2ccc(Br)cc2)n1)NC1CCCC1,0,0,-3,8,2,-3,0.0,-8,18
O=C(CSc1nc2ccccc2s1)N/N=C/c1cc([N+](=O)[O-])ccc1O,8,-2,23,0,-5,19,-0.9,16,16
O=C(O)COc1ccc(/C=C/c2nc3ccc([N+](=O)[O-])cc3s2)cc1,-57,1,11,-16,3,2,1.4,7,-22
COC(=O)C1C(c2ccc(Br)cc2)Nc2nnc(C(F)(F)F)n2C1(C)O (stereo unspecified),-14,2,6,-16,-7,-2,0.0,-10,5
COCCn1c(SCC(=O)N(C(C)C)C(C)C)nnc1-c1cc2ccccc2cc1O,6,-1,7,0,7,3,0.4,-3,32
C=CCn1c(=O)n2ncnc2c2c3c(sc21)CCCC3,.,.,-2,.,-9,2,.,-5,.
CCOC(=O)N1CCC(NC(=O)c2cc3c(-c4cccc(OC)c4)nn(C)c3s2)CC1,3,-3,7,-1,11,6,-2.1,5,24
O=C(O)c1cc(NC(=O)c2ccc(Br)cc2)cc(NC(=O)c2ccc(Br)cc2)c1,-4,-4,9,1,-5,5,0.3,-3,-4
CC(=O)Nc1ccc(OCC(=O)N2CCC(Cc3ccccc3)CC2)cc1,-1,-1,-8,9,7,10,-0.4,-5,-2
CCN1C(=O)N(S(=O)(=O)C(F)(F)F)[C@@H](c2ccccc2)C(C(=O)OC)=C1C,-5,-2,6,-7,-5,28,9.6,2,-17
CCCCN(C(=O)NC(=O)Nc1ccccc1C)S(C)(=O)=O,0,-1,4,-10,5,4,-1.1,-2,23
Cc1cccc(Cn2cc(SCC(=O)Nc3nccs3)c3ccccc32)c1,-1,5,6,-7,15,-36,8.4,10,-4
O=C(NCCc1ccc2c(c1)OCCO2)c1ccc([N+](=O)[O-])cc1Cl,19,-3,-2,8,-3,-1,-0.1,-8,21
CCN(CC)c1cc(C)c2cc(NC(=O)CNC(C)=O)ccc2n1,-10,1,-18,-12,-11,8,1.2,-11,4
O=C(Nc1cccc(NS(=O)(=O)c2ccc(S(=O)(=O)NC3CC3)cc2)c1)c1ccccn1,-25,-3,5,-32,-4,8,-0.5,5,-3
COc1ccc(S(=O)(=O)N(CC(=O)NC2CC2)c2ccc(C)cc2)cc1OC,-9,-1,-3,-15,-17,-2,-0.9,5,12
CN1CCN(C(=S)Nc2ccccc2Cl)CC1,11,1,-6,-5,-9,2,0.5,0,-12
CCCCn1c(N)c(N(CCOC)C(=O)CSCc2ccccc2C)c(=O)[nH]c1=O,-6,1,-3,4,-4,-5,0.3,-8,-24
COc1ccc(C(=O)NNC(=O)CSc2nnc(-c3ccc(O)cc3)n2C)cc1,16,-2,-10,5,69*,4,-1.5,1,9
COc1ccc([N+](=O)[O-])cc1N(CC(O)CN(CC(C)C)CC(C)C)S(=O)(=O)c1ccc(C)cc1 (stereo unspecified),16,5,7,-1,23,9,0.7,24,20
O=C(CN(C(=O)c1csnn1)c1cccc2c1CCCC2)NC1CCCC1,6,-2,-2,-1,-18,2,0.1,8,1
O=C(NC1CCOc2ccccc21)c1ccc(=O)[nH]c1 (stereo unspecified),24,-5,3,0,7,-18,1.5,0,23
CCCCSc1nc2[nH]ncc2c(=O)[nH]1,21,0,21,2,-9,-2,-2.1,-2,-12
CCC(=O)Nc1cccc(C2=NOC3(C2)C[C@H](C(N)=O)N(C(=O)CC#N)C3)c1 (stereo partly specified),4,2,-4,10,-6,0,0.6,-3,17
CC1CSc2nnc(CCc3ccccc3)n21 (stereo unspecified),1,-1,-4,-19,-5,5,-0.6,2,13
O=C(Nc1ccc2ccccc2n1)c1ccccc1Cl,-287,-4,2,-107,2,-105,0.9,-11,-116
Cc1ccc(S(=O)(=O)N2CCC(=O)N(CCOCc3cccc(Cl)c3)CC2)cc1,6,-1,8,-7,11,1,-1.3,-7,22
COCC(=O)N(Cc1cc2ccc(C)cc2[nH]c1=O)c1ccc(OC)cc1,-3,0,-2,-6,4,0,-2.0,4,-10
Cc1ccc(Cn2c(C3CCCN3c3nc(-c4ccc(F)cc4)cs3)nc3cc(Cl)c(Cl)cc32)cc1 (stereo unspecified),7,1,18,-4,6,-2,-1.6,22,27
CSc1ccccc1NC(=O)C1CCCO1 (stereo unspecified),9,-3,1,-2,-5,3,-0.2,-7,-6
Cc1ccc(OC(=O)Cn2c(C(F)(F)F)nc3ccccc32)cc1,-22,-1,-5,-12,0,0,-1.6,8,10
Cc1ccccc1N(CC(=O)NC1CCCC1)C(=O)c1oc(C(C)(C)C)cc1C,0,-5,22,-11,25,10,-1.2,12,9
O=C(COc1ccccc1)N1CCc2ccccc2C1,-17,2,0,-8,2,-4,4.6,-1,-38

Shown with two lines to a compound: entries from further up.
Sequence of screens: 697 NFkB inh	UPR XBP1 act	CCR6 antag	Jurkat NFkB inh	EBI2 block	Gli-Sufu block	CHOP UPR activ	CXCR6 block	Mdm2-MdmX inh
- Cc1ccccc1N(CC(=O)NC1CCCC1)C(=O)c1oc(C(C)(C)C)cc1C
  0	-5	22	-11	25	10	-1.2	12	9
- O=C(COc1ccccc1)N1CCc2ccccc2C1
  -17	2	0	-8	2	-4	4.6	-1	-38

Going on with the list.
molecule,697 NFkB inh,UPR XBP1 act,CCR6 antag,Jurkat NFkB inh,EBI2 block,Gli-Sufu block,CHOP UPR activ,CXCR6 block,Mdm2-MdmX inh
CCOc1ccccc1NC(=O)c1sc2nc(C)nc(N3CCOCC3)c2c1C,-7,0,0,-5,4,16,2.4,-6,-16
CCCn1c(=N)c(S(=O)(=O)c2ccc(F)cc2)cc2c(=O)n3cccc(C)c3nc21,-34,6,20,5,16,22,-2.6,18,26
COc1ccc([C@H]2Oc3cc(O)cc(O)c3C(=O)C2[C@@H]2C(=O)c3c(O)cc(O)cc3O[C@@H]2c2ccc(OC)cc2)cc1 (stereo partly specified),29,3,2,-7,.,-10,1.6,.,40
CCCCCCCCCCCCOC(=O)C[N+](C)(C)C,-34,0,-20,22,.,8,-1.1,.,40
O=S(=O)(c1cccc(-c2cn3cccnc3n2)c1)N1CCCCCC1,11,-3,-18,0,-4,4,-0.8,4,-1
CC(C)Cn1c(N)c(C(=O)COC(=O)c2c(F)cccc2F)c(=O)n(C)c1=O,14,-7,11,10,7,4,-1.1,-8,12

Of the compounds above, 8 contain an aryl thioether with sulfur outside any ring.
molecule,697 NFkB inh,UPR XBP1 act,CCR6 antag,Jurkat NFkB inh,EBI2 block,Gli-Sufu block,CHOP UPR activ,CXCR6 block,Mdm2-MdmX inh
CC(C)CNC(=O)CSc1n[nH]c(=O)n1CCc1ccccc1,1,-6,1,5,12,5,2.1,2,16
O=C(CSc1n[nH]c(-c2ccc(Br)cc2)n1)NC1CCCC1,0,0,-3,8,2,-3,0.0,-8,18
O=C(CSc1nc2ccccc2s1)N/N=C/c1cc([N+](=O)[O-])ccc1O,8,-2,23,0,-5,19,-0.9,16,16
COCCn1c(SCC(=O)N(C(C)C)C(C)C)nnc1-c1cc2ccccc2cc1O,6,-1,7,0,7,3,0.4,-3,32
Cc1cccc(Cn2cc(SCC(=O)Nc3nccs3)c3ccccc32)c1,-1,5,6,-7,15,-36,8.4,10,-4
COc1ccc(C(=O)NNC(=O)CSc2nnc(-c3ccc(O)cc3)n2C)cc1,16,-2,-10,5,69*,4,-1.5,1,9
CCCCSc1nc2[nH]ncc2c(=O)[nH]1,21,0,21,2,-9,-2,-2.1,-2,-12
CSc1ccccc1NC(=O)C1CCCO1 (stereo unspecified),9,-3,1,-2,-5,3,-0.2,-7,-6
